SRC3 TRFRET art – TR-FRET detection interference compounds, artefact control for PPARgamma SRC-3 recruitment agonists, biochemical, TR-FRET ratio | TR-FRET artefact counter-screen, PPARgamma/SRC-3 format; stronger effect = higher value | TR-FRET ratio at 8 µM | actives 0.39% (n = 99,000); in the data active = TR-FRET ratio above about 2000; also: inactives centre near 1600
SRC1 TRFRET art – TR-FRET detection interference compounds, primary screen, artefact control for PPARgamma SRC-1 recruitment agonists, biochemical, TR-FRET emission ratio | TR-FRET detection artefact counter-screen; stronger effect = higher value | actives 0.34% (n = 99,000) | TR-FRET ratio at 8 µM | AID 1051, 2008; in the data active = TR-FRET ratio above about 2300; also: inactives centre near 1800
Starred values were filed as active, the others as inactive. This is a subset; the hit share may differ from the screen's.

Second line of a record: SRC3 TRFRET art, SRC1 TRFRET art
(1) CCOc1ccccc1NC(=O)CCSc1nc2n[nH]c(C)c2c(=N)n1-c1ccccc1Cl
    1878, 1968
(2) Cc1cccc(N=C2NN=C(c3c(C)[nH]c4ccccc34)CS2)c1
    1435, 1775
(3) CCOc1nc(NC(=O)NC(=O)c2ccccc2)nc(-c2ccccc2)n1
    1692, 1760
(4) Cc1ccc(SCC(=O)Nc2ccc(N3CCN(C)CC3)c(F)c2)c(C)c1
    1436, 1679
(5) COCc1cc(C)nc(SC)c1C#N
    1478, 1800
(6) CCN(CC(=O)NC(C)(C)C)C(=O)c1ccc2c(c1)S(=O)(=O)c1ccccc1C2=O
    1679, 2000
(7) COc1cc([C@H](Cc2ccccc2)NC(C)=O)oc(=O)c1
    1690, 1917
(8) CCC(Sc1nc2ccccc2c(=O)[nH]1)C(=O)Nc1ccc(C(C)=O)cc1 (stereo not drawn)
    1777, 1659
(9) Cc1cc(C)nc(NS(=O)(=O)c2ccc(NC(=O)CN3C(=O)S/C(=C\c4ccccc4)C3=O)cc2)n1
    1564, 1564
(10) COc1cccc(OC)c1C(=O)Nc1ccc(Cc2ccncc2)cc1
    1570, 1888
(11) Cc1ccc(C(=O)Nc2nc3ccccc3s2)s1
    1641, 1881
(12) Cc1[nH]c2ccccc2c1/C=N/Nc1ccccc1[N+](=O)[O-]
    1348, 1589
(13) O=C(CN1C(=O)C2CC=CCC2C1=O)NCc1cccs1 (stereo not drawn)
    1463, 1863
(14) CCC(CC)C(=O)Nc1ccc(C(=O)c2ccccc2)cc1
    1454, 1706
(15) COc1ccc(/C=C/C(=O)Nc2ccc3nc4n(c(=O)c3c2)CCCC4)cc1OC
    1707, 1761
(16) COCC(C)NC(=O)/C=C/c1ccc(OC)cc1 (stereo not drawn)
    1298, 1445
(17) Cn1nccc1C(=O)NCCN1C(=O)OC(C)(C)C1(C)O (stereo not drawn)
    1445, 1774
(18) COc1ccc(-c2nn(-c3ccccc3)cc2CNC(C)Cn2cncn2)c(F)c1 (stereo not drawn)
    1584, 1681
(19) N#C/C(=C(/O)CSc1nnc(Cc2cccs2)n1C1CCCCC1)c1nc2ccccc2[nH]1
    1468, 1625
(20) CS/C(=C/[N+](=O)[O-])Nc1cccc2c1C(C)CC2(C)C (stereo not drawn)
    1472, 1807
(21) CCOc1ccc(S(=O)(=O)NNC(=S)Nc2ccc(Br)cc2)cc1
    1576, 1586
(22) COc1ccc2c(=O)cc(C(=O)O)oc2c1
    1353, 2007
(23) COc1ccc(OCCSc2nc(N)cc(=O)[nH]2)cc1
    1559, 1798
(24) Cc1ccc(S(=O)(=O)/N=C(/c2ccc(F)cc2)N2CCCCC2)cc1
    1646, 1699
(25) CC(C)NCc1cc(Br)ccc1OCc1ccccc1
    1389, 1757
(26) Cc1ccc(NNC(=S)Nc2ccc(C(C)C)cc2)c(C)c1
    1544, 1803
(27) Cc1nnc(SCC(=O)N(Cc2ccccc2)C(C)(C)C)[nH]c1=O
    1670, 2063
(28) C=CCOC(=O)C1C(=O)CC(C)(O)C(C(=O)OCC=C)C1c1ccc(N(C)C)cc1 (stereo not drawn)
    1367, 1643
(29) Cc1cc(C)n(-c2nc(C(=O)O)cs2)n1
    1695, 1766
(30) CC(NC(=O)CCCOc1ccc(Cl)cc1)c1ccccc1 (stereo not drawn)
    1621, 1981
(31) COc1ccccc1NC(=O)/C=C/C(=O)O
    1512, 1850
(32) ClCc1nnc(-c2cc3c(s2)CCCC3)o1
    1645, 1943
(33) Cc1ccc(NC(=O)/C=C/c2ccc([N+](=O)[O-])s2)cc1
    1576, 2178
(34) O=C(c1nc2ccccn2c1CN1CCC(Cc2ccccc2)CC1)N1CCCC1
    1605, 1654
(35) CCOc1cc(/C=N/NC(=O)c2ccc(CN3CCOCC3)cc2)ccc1OC
    1308, 1848
(36) COc1ccc2c3c(c(=O)oc2c1OCC(=O)O)CCCC3
    1754, 2080
(37) Cc1ccc(C(=O)NC(=S)Nc2ccc(NC(=O)c3cccc(Cl)c3)cc2)cc1
    1514, 1575
(38) Cc1ccc(N=CC2=C(O)CC(c3cccc(Cl)c3)CC2=O)cc1 (stereo not drawn)
    1478, 1591
(39) COC(=O)c1ccc(N2C(=O)C3CC=CC(C)C3C2=O)cc1 (stereo not drawn)
    1691, 1769
(40) Cn1c(=O)c2ncn(CC(=O)N/N=C/C=C/c3ccccc3)c2n(C)c1=O
    1627, 1825

Looked up by compound from the entries so far:
Second line of a record: SRC3 TRFRET art, SRC1 TRFRET art
(37) Cc1ccc(C(=O)NC(=S)Nc2ccc(NC(=O)c3cccc(Cl)c3)cc2)cc1
    1514, 1575
(33) Cc1ccc(NC(=O)/C=C/c2ccc([N+](=O)[O-])s2)cc1
    1576, 2178
(34) O=C(c1nc2ccccn2c1CN1CCC(Cc2ccccc2)CC1)N1CCCC1
    1605, 1654
(21) CCOc1ccc(S(=O)(=O)NNC(=S)Nc2ccc(Br)cc2)cc1
    1576, 1586
(25) CC(C)NCc1cc(Br)ccc1OCc1ccccc1
    1389, 1757

(more compounds)
Second line of a record: SRC3 TRFRET art, SRC1 TRFRET art
(41) O=c1cc(-c2ccccc2Cl)oc2c(NS(=O)(=O)c3cc(Cl)cc(Cl)c3O)ccc(O)c12
    1536, 1589
(42) Cc1ccc(S(=O)(=O)NCC(=O)N/N=C/c2ccccc2O)cc1
    1574, 1652
(43) CC(C)OC(=O)c1c(NC(=O)c2cccs2)sc2c1CCCC2
    1365, 1717
(44) CCN(c1ccccc1)S(=O)(=O)c1cc([N+](=O)[O-])ccc1N
    1459, 1654
(45) COCc1ccc(C(=O)N2CCCC(C(=O)c3cc(F)ccc3F)C2)s1 (stereo not drawn)
    1731, 1956
(46) Cc1cc(=O)oc2cc(OCC(=O)OCC(=O)NC3CC3)ccc12
    1714, 1790
(47) C=CCN(CC=C)C(=S)NCCc1ccc(OC)c(OC)c1
    1525, 1746
(48) Cc1ccccc1NC(=O)N1CCN(C/C=C/c2ccccc2)CC1
    1507, 1697
(49) CCN1/C(=C/c2sc(-c3ccccc3C)c[n+]2C)Sc2ccccc21
    1390, 1795
(50) COC(=O)CCC(=O)Nc1cc(Cl)cc(Cl)c1
    1481, 1674
(51) COc1ccc(-c2nn(-c3ccccc3)cc2/C=N/Nc2ccc3ccccc3n2)cc1OC
    1591, 2162
(52) Cc1ccc(S(=O)(=O)NC(C(=O)OCC(=O)NC(=O)c2cccn2C)C(C)C)cc1 (stereo not drawn)
    1710, 1869
(53) CCN(CC)C(=O)Cn1cc(S(=O)(=O)CC(=O)N2CCCCCC2)c2ccccc21
    1639, 1832
(54) COc1ccc(NS(=O)(=O)c2ccc(OC)c(NC(=O)CCC3CCCC3)c2)cc1
    1640, 1553
(55) COc1ccccc1N1CCN(C(C)C(=O)Nc2ccc(S(=O)(=O)N3CCOCC3)cc2)CC1 (stereo not drawn)
    1580, 1592
(56) CCc1cc2c(=O)c(-c3cnn(-c4ccccc4)c3)c(C(F)(F)F)oc2c(CN(C)C)c1O
    1524, 1681
(57) O=[N+]([O-])c1ccc(-c2nc(=S)c3c(o2)CCCC3)cc1
    1731, 1963
(58) COc1ccc(C(=O)N/N=C/c2c(CO)cnc(C)c2O)cc1
    1570, 2006
(59) CCN=c1scc(C)n1/N=C/c1cc(Br)c(O)c(OC)c1
    1653, 1750
(60) CCc1nc2sc3c(c2c(=O)n1N)CC(C)(C)OC3
    1276, 1705
(61) FC(F)(F)c1cnc(NNC(=S)Nc2ccc(Cl)cc2)c(Cl)c1
    1697, 1619
(62) CN(C(=O)COC(=O)C1CCN(S(=O)(=O)c2cccs2)CC1)c1ccccc1
    1297, 1702
(63) O=C1CC(c2cccc(F)c2)c2c(c3ccccc3[nH]c2=O)O1 (stereo not drawn)
    1751, 1907
(64) OC(CNCc1ccccc1Cl)C(F)(F)F (stereo not drawn)
    1501, 1599
(65) CN(Cc1cnn(C)c1)Cc1nc(C(c2ccccc2)c2ccccc2)no1
    1437, 1883
(66) O=C(c1ccc2c(c1)OCO2)C1CCCN(Cc2ccc3cccc(F)c3n2)C1 (stereo not drawn)
    1430, 1819
(67) CCOC(=O)C1CCCCN1Cc1cn[nH]c1-c1ccc(F)cc1F (stereo not drawn)
    1432, 1604
(68) COc1cccc(-c2cc(C(=O)N3N=C(C)CC3(O)C(F)F)c3ccccc3n2)c1 (stereo not drawn)
    1741, 1844
(69) Cc1ccc(NC(=O)C(=O)NCc2ccccn2)cc1
    1463, 1871
(70) O=C(COC(=O)c1cc(Cl)ccc1Cl)NCCN1C(=O)CSC1=O
    1560, 1801
(71) COc1ccc(C(=O)/C=C/C(=O)N(Cc2ccc3c(c2)OCO3)C(C(=O)NC2CCCCC2)c2ccncc2)c(O)c1 (stereo not drawn)
    1650, 1701
(72) Cc1nn(CC#N)c(=O)n1N(C)c1ncc(C(F)(F)F)cc1Cl
    1533, 1725
(73) Cc1nc(Nc2ccc3c(c2)OCCO3)c2c(C)c(C)sc2n1
    1646, 1749
(74) COc1ccc(CCN2C(=O)C3C4CCC(C4=C(C)C)C3C2=O)cc1OC (stereo not drawn)
    1602, 1962
(75) CCN(CC)c1ccc(C(=O)Nc2ccccc2)cc1[N+](=O)[O-]
    1594, 1921
(76) Cc1ccc2nc(N3CCCCC3)c(C=O)c(=O)n2c1
    1694, 2097
(77) CC(C)(C)C(=O)CSc1nc2c(c(-c3cccs3)c1C#N)CCC2
    1600, 1540
(78) CN(C)S(=O)(=O)c1ccc(NC(=O)C2CC(=O)N(Cc3ccccc3)C2)cc1 (stereo not drawn)
    1595, 1805
(79) COc1ccccc1COCC(O)CN(Cc1ccco1)Cc1ccccc1O (stereo not drawn)
    1324, 1831
(80) Cc1ccc(CN2CCN(Cc3ccc(OCCO)cc3)CC2CCO)o1 (stereo not drawn)
    1451, 1681
(81) CCOC(=O)c1ccc2[nH]c3c(c2c1)CCCC3O (stereo not drawn)
    1530, 1884
(82) CCN(CC)c1ccc(-n2cc3c(=O)n(C)c(=O)n(C)c3c2)cc1
    1817, 1688
(83) CC(=O)Nc1ccc(S(=O)(=O)NCCN2CCOCC2)cc1
    1600, 1928
(84) CC(C)CC(NC(=O)c1ccccc1)C(=O)OCC(=O)Nc1ccc(S(N)(=O)=O)cc1 (stereo not drawn)
    1401, 1584
(85) CCN(C(=O)COC(=O)c1ccc(Cl)nc1)C1CCS(=O)(=O)C1 (stereo not drawn)
    1589, 1765
(86) S=C(NCc1ccccc1)N1CCN(c2ccccc2)CC1
    1474, 1728
(87) O=C(Nc1ccc(Cl)c(Cl)c1)O/N=C/c1ccncc1
    1568, 1782
(88) O=C(/C=C/c1ccc(Br)cc1)NC(=S)N1CCOCC1
    1610, 1806
(89) COc1ccc(NC(=O)CCC(=O)OCc2ccc(Br)cc2)cc1
    1426, 1541
(90) O=[N+]([O-])c1cccc(C2NCC(c3ccccc3Cl)c3c2[nH]c2ccccc32)c1 (stereo not drawn)
    1596, 1584
(91) COc1cc([N+](=O)[O-])ccc1NC(=S)N1CCN(c2ccccn2)CC1
    1354, 1706
(92) COc1ccc(-n2c(SCC(N)=O)nc3sc4c(c3c2=O)CCN(C)C4)cc1
    1588, 1877
(93) Cc1onc(-c2ccccc2Cl)c1C(=O)OCC(=O)Nc1cccc(S(=O)(=O)N2CCOCC2)c1
    1690, 1664
(94) Cc1cccc(N2CCN(C(=O)C3CCN(c4nnc(-n5cccc5)s4)CC3)CC2C)c1 (stereo not drawn)
    1649, 1859
(95) Cc1nn(CCc2nn[nH]n2)c2nc(-c3ccc(C4CCCCC4)cc3)cc(C(F)(F)F)c12
    1481, 1891
(96) COc1ccc(N(C)C(=O)Cc2c(C(=O)O)[nH]c3ccccc23)c(OC)c1
    1628, 1659
(97) COc1cc(/C=C(\NC(C)=O)C(=O)NC(C)(C)C)ccc1OC(C)=O
    1587, 1947
(98) O=C(Cc1ccccc1[N+](=O)[O-])NC1CC1
    1520, 1702
(99) COc1ccc2c(c1OC)C(=O)N1C(C(=O)O)Cc3c([nH]c4ccccc34)C21 (stereo not drawn)
    1472, 1906
(100) CCC1CN(C(=O)Nc2cccc(C)c2)c2cc(C)ccc2O1 (stereo not drawn)
    1783, 1742

Whole records, looked up by structure:
Results for CC(C)(C)C(=O)CSc1nc2c(c(-c3cccs3)c1C#N)CCC2 → SRC3 TRFRET art = 1600; SRC1 TRFRET art = 1540
Results for O=C(/C=C/c1ccc(Br)cc1)NC(=S)N1CCOCC1 → SRC3 TRFRET art = 1610; SRC1 TRFRET art = 1806
Results for Cc1ccc(NNC(=S)Nc2ccc(C(C)C)cc2)c(C)c1 → SRC3 TRFRET art = 1544; SRC1 TRFRET art = 1803

The list continues.
Second line of a record: SRC3 TRFRET art, SRC1 TRFRET art
(101) Cc1ccc(C2=NN=C(NC(=O)C(F)(F)F)SC2)cc1
    1473, 1687
(102) O=S1(=O)CC=C(CSC(=S)NC2CCS(=O)(=O)C2)C1 (stereo not drawn)
    1431, 1875
(103) CCOc1cnc(-c2c(-c3c(F)cccc3Cl)noc2C)o1
    1707, 1662
(104) O=C(O)c1cccc(S(=O)(=O)Nc2ccc3c(c2)OCO3)c1
    1552, 1521
(105) CCCC(CCC(=O)Nc1nccs1)C(=O)O (stereo not drawn)
    1577, 1878
(106) O=C(O)CN1CCN(Cc2ccccc2F)C1=O
    1591, 1769
(107) O=c1c2ccccc2nc(SCc2ccc([N+](=O)[O-])cc2)n1-c1ccc(Cl)cc1
    1570, 1750
(108) COc1ccc(N=c2cc(-c3ccc(OC)cc3)oc3ccccc23)cc1
    1946, 1849
(109) O=C(NCCc1ccccc1)c1c(F)c(F)c(F)c(F)c1F
    1773, 1708
(110) Cc1ccnc(NC(=O)Nc2ccc(Br)cc2Cl)c1
    1635, 1617
(111) Cc1ccc(NC(=O)NCC2CCN(Cc3cc(C)ccc3Cl)CC2)c(C)c1
    1639, 1701
(112) CC(C)=CC(=O)Nc1c(C)cc(C)cc1Cl
    1770, 1855
(113) COc1ccc(C(=O)/C=C/Nc2ccc(S(=O)(=O)Nc3cccc(C(C)=O)c3)cc2)cc1
    1655, 1775
(114) O=C(CNCC1CCCO1)Nc1ccc([N+](=O)[O-])cc1C(=O)Nc1ccccc1F (stereo not drawn)
    1555, 1757
(115) COc1cccc(-c2nc(C=O)cs2)c1
    1429, 1349
(116) O=C(COc1cccc2c1CCN(Cc1ccccc1)C2=O)NCc1ccco1
    1516, 1869
